697 NFkB inh: lowers PMA/ionomycin-induced NF-kB signal in 697 B cells; actives 0.33% (n = 330,000); 697 B-cell NF-kB luciferase reporter, 16 h; inhibition, % at 4 µM; AID 435022; in the data active = inhibition above about 35%
Jurkat NFkB inh: inhibitors of the PMA/ionomycin-induced NF-kB reporter in Jurkat cells; PMA/ionomycin-induced NF-kB luciferase reporter, luminescence; inhibition, % at 4 µM; actives 0.53% (n = 330,000); in the data active = inhibition above about 50%
TIM10 inh: growth inhibitors of TIM10 yeast strain; S. cerevisiae TIM10 strain growth, BacTiter-Glo luminescence, 24 h; inhibition, % at 10 µM; actives 1.4% (n = 330,000); AID 463195;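 active = inhibition of 40% or more at the single tested concentration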;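 also: wild-type TIM10 isogenic control strain grown at permissive 25 °C; 0% = DMSO yeast wells and 100% = minimal medium wells without yeast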
XBP1 UPR activ: adaptive UPR (XBP1) activation; CHO-XBP1 luciferase reporter, IRE1-XBP1 UPR activation, luminescence; percent of tunicamycin response, DMSO as zero; activation, % at 20 µM; actives 0.33% (n = 330,000);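 active = versus positive control, 20 µM dose yields 30% or more activation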;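 also: 100% = tunicamycin at 10 µg/mL and 0% = DMSO only wells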
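Material: CHO-XBP1 cells stably carrying IRE1-XBP1-driven luciferase reporter / Amount: 1000 cells per well / Compound: 20 µM, 1% DMSO / Times: 6 h treatment, 37 °C / Detection: luciferase luminescence / Measure: % activation of reporter signal versus tunicamycin and DMSO controls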
tim10-1 inh: tim10-1 yeast growth inhibition | inhibition, % at 20 µM | AID 463190 | S. cerevisiae tim10-1 ts strain growth, BacTiter-Glo, 24 h | actives 2.2% (n = 330,000);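 active = inhibition of at least 40%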;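 also: mutant grown at 25 °C; 0% = DMSO wells with yeast and 100% = wells holding no yeast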
tim23-1 inh: inhibits growth of tim23-1 mutant yeast | S. cerevisiae tim23-1 growth, BacTiter-Glo luminescence, 24 h | inhibition, % at 20 µM | AID 463212 | actives 1.3% (n = 330,000);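 active = growth inhibition of the mutant yeast at or above 50%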;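 also: temperature-sensitive mutant grown at 25 °C; plate controls were DMSO-treated mutant yeast for no effect and medium wells lacking yeast for full effect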
CHOP UPR activ: activators of apoptotic arm of unfolded protein response (CHOP); AID 449763; actives 0.34% (n = 330,000); CHO-CHOP luciferase reporter, UPR activation, luminescence; percent of tunicamycin response over DMSO baseline; activation, % at 10 µM;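 active = at 10 µM dose, activation of 40% or more, normalized to positive control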;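 also: 100% = tunicamycin at 10 µg/mL and 0% = DMSO alone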
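measured by = luciferase luminescence | assay system = CHO-CHOP cells, stable luciferase reporter of PERK-eIF2a-CHOP signalling | amount = 500 reporter cells seeded per well | timing = 6 h compound exposure at 37 °C after overnight seeding | controls = positive tunicamycin 10 µg/mL, negative DMSO alone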
Mdm2-MdmX inh: disrupts the human Mdm2-MdmX interaction. SaOS-2 split-luciferase Mdm2/MdmX complementation, luminescence. inhibition, % at 8 µM. actives 3% (n = 330,000);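 active = inhibition of at least 50% at 8 µM in the primary screen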
Target sequence (O15151 whole entry, looked up): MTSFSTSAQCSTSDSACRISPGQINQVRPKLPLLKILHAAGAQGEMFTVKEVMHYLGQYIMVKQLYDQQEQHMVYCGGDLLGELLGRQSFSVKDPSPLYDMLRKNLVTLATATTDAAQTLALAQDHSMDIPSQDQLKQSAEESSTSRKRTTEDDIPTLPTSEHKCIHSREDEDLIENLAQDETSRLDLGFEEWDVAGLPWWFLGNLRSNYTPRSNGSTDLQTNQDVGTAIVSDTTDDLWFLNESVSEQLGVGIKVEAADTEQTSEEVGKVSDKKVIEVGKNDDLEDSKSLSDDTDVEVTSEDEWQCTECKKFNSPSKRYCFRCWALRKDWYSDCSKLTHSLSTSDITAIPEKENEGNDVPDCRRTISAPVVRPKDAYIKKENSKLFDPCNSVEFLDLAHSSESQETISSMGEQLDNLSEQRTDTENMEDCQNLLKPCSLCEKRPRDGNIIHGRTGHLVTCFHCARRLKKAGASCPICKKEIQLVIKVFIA
Target sequence (Q00987 whole entry, looked up): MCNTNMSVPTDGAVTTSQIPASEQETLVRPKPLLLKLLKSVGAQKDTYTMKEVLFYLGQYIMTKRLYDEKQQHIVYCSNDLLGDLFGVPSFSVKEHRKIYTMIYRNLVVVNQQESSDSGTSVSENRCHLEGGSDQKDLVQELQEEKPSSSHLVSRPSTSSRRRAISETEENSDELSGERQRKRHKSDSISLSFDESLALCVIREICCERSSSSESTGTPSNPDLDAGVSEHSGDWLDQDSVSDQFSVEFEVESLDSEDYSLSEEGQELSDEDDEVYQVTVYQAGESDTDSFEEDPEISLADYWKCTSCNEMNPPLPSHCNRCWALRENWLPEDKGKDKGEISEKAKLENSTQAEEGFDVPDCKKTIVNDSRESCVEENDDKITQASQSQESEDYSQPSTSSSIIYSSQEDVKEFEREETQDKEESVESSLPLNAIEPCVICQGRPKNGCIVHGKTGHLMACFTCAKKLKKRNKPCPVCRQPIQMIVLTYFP
* hit, by the source's call. No enrichment for hits; any-hit rate near 6.6%.

Compound | 697 NFkB inh | Jurkat NFkB inh | TIM10 inh | XBP1 UPR activ | tim10-1 inh | tim23-1 inh | CHOP UPR activ | Mdm2-MdmX inh
O=C(Nc1ccc(C(=O)N2CCCCC2)cc1)C1CCCCC1 | 16 | 1 | 2 | 0 | 22 | 20 | 0.6 | -25
O=C(NC1CCCN(c2ccc(C(F)(F)F)cn2)C1)c1cc(Cl)ccc1F (stereo unspecified) | 4 | -2 | 2 | -1 | 14 | 4 | -1.5 | 15
CCOC(=O)Cc1csc(NC(=O)Nc2ccccc2)n1 | -19 | -5 | 13 | 1 | 23 | 8 | 0.4 | 0
Cc1cccc(-n2ccc(=O)c(C(=O)Nc3ccc(S(=O)(=O)Nc4nccs4)cc3)n2)c1 | 1 | 12 | -4 | -1 | 23 | 4 | 0.5 | 25
COc1ccc(CNC(=O)C2(CC3CC(c4ccccc4)=NO3)CCN(C(=O)C3CCCC3)CC2)cc1 (stereo unspecified) | 29 | 12 | 2 | -5 | 3 | 16 | -0.8 | 5
COCCN1CCN(Cc2nc(C3(c4ccc(C)cc4)CCCC3)no2)CC1 | -3 | 4 | 2 | 1 | 17 | 12 | -0.9 | 24
COc1cccc(C(=O)COC(=O)CCC(=O)NC2CCCCC2)c1 | 8 | 14 | 9 | 1 | 14 | 9 | 1.3 | 0
CCCN1C(=O)/C(=C/c2ccc(OCc3ccc(C(=O)O)cc3)c(OC)c2)NC1=S | 3 | -5 | 17 | 0 | 21 | 18 | 2.1 | 0
CN(C(=O)COC(=O)c1cc(S(=O)(=O)N(C)C)ccc1Cl)C1CCS(=O)(=O)C1 (stereo unspecified) | 16 | 9 | -4 | 1 | -3 | -10 | -0.5 | -20
O=C(CSc1nc(-c2ccccc2)cc(C(F)(F)F)n1)c1cccc([N+](=O)[O-])c1 | 21 | 10 | 6 | 7 | -4 | -10 | 0.3 | -13
CSc1ccccc1OCc1cc(C(=O)NCc2ccc(C)s2)no1 | 13 | -13 | -14 | -4 | -8 | -6 | 1.9 | 5
O=C1CCCN1CCCNCC(=O)N1c2ccccc2Sc2ccccc21 | 0 | 1 | 5 | 0 | 3 | -5 | -0.5 | 2
CCCC(=O)NC(Nc1ccc(S(=O)(=O)Nc2ncccn2)cc1)(C(=O)OCC)C(F)(F)F (stereo unspecified) | -19 | 1 | -3 | -1 | 10 | 19 | -0.2 | -8
COc1ccc([C@H]2CC(=O)C=C(c3c(OC)cccc3OC)C2)cc1 | -59 | 57* | 3 | 3 | 16 | 31 | 0.2 | 56*
COc1cccc(CN2CCN(Cc3ccc(O)c(OC)c3)CC2CCO)c1 (stereo unspecified) | 14 | -13 | 0 | -1 | 6 | 25 | -1.0 | -26
CC(C)c1ccc(N(CC(=O)O)S(=O)(=O)c2cccnc2)cc1 | -1 | -9 | 13 | -2 | 14 | 10 | -0.1 | -2
C=CCN1C(=O)C(CC(=O)Nc2ccc(OC)cc2)SC1=Nc1ccc(S(N)(=O)=O)cc1 (stereo unspecified) | 24 | -5 | 1 | -3 | 5 | 8 | -0.7 | 5
COC(=O)c1sccc1NC(=O)c1cc(OC)c(OC)c(OC)c1 | 16 | -13 | -14 | 2 | -1 | -15 | 0.0 | 34
Cc1ccc(Nc2cc(C)nc3ncnn23)cc1 | 13 | -2 | -2 | 1 | 14 | 6 | 0.6 | 9
CCOC(=O)CN(C)C(=O)CCc1nnc(-c2ccsc2)o1 | -19 | -4 | -8 | -7 | 1 | -6 | 1.4 | -24
Cc1ccc(S(=O)(=O)N(C)Cc2ccc(-c3nnco3)cc2)cc1 | -57 | 16 | -13 | -4 | 12 | 39 | 0.7 | 17
CCOC(=O)[C@H]1[C@H]2COc3ccc(Cl)cc3[C@@H]2N2C(=O)c3cc(F)ccc3NC(=O)[C@@]12C | 12 | 21 | -4 | -2 | 18 | 4 | 1.8 | 27
O=C(O)c1cnc(-c2ccccc2)nc1Sc1ccccc1 | -23 | -16 | 9 | 0 | 11 | 30 | 1.0 | 4
CC(=O)Nc1ccc(NC(=O)C(C)OC(=O)c2c(C)nn(-c3ccccc3)c2Cl)cc1 (stereo unspecified) | 13 | -2 | 6 | 1 | 11 | 22 | -1.6 | -15
CC1Cc2cc(/C(O)=C3/C(=O)C(=O)N(CCCn4ccnc4)C3c3ccc(F)cc3)ccc2O1 (stereo unspecified) | -33 | -4 | 14 | 3 | -7 | 15 | 2.3 | 17

In the list so far, 7 contain an aryl methoxy group:
Compound | 697 NFkB inh | Jurkat NFkB inh | TIM10 inh | XBP1 UPR activ | tim10-1 inh | tim23-1 inh | CHOP UPR activ | Mdm2-MdmX inh
COc1ccc(CNC(=O)C2(CC3CC(c4ccccc4)=NO3)CCN(C(=O)C3CCCC3)CC2)cc1 (stereo unspecified) | 29 | 12 | 2 | -5 | 3 | 16 | -0.8 | 5
COc1cccc(C(=O)COC(=O)CCC(=O)NC2CCCCC2)c1 | 8 | 14 | 9 | 1 | 14 | 9 | 1.3 | 0
CCCN1C(=O)/C(=C/c2ccc(OCc3ccc(C(=O)O)cc3)c(OC)c2)NC1=S | 3 | -5 | 17 | 0 | 21 | 18 | 2.1 | 0
COc1ccc([C@H]2CC(=O)C=C(c3c(OC)cccc3OC)C2)cc1 | -59 | 57* | 3 | 3 | 16 | 31 | 0.2 | 56*
COc1cccc(CN2CCN(Cc3ccc(O)c(OC)c3)CC2CCO)c1 (stereo unspecified) | 14 | -13 | 0 | -1 | 6 | 25 | -1.0 | -26
C=CCN1C(=O)C(CC(=O)Nc2ccc(OC)cc2)SC1=Nc1ccc(S(N)(=O)=O)cc1 (stereo unspecified) | 24 | -5 | 1 | -3 | 5 | 8 | -0.7 | 5
COC(=O)c1sccc1NC(=O)c1cc(OC)c(OC)c(OC)c1 | 16 | -13 | -14 | 2 | -1 | -15 | 0.0 | 34

(cont.)
Compound | 697 NFkB inh | Jurkat NFkB inh | TIM10 inh | XBP1 UPR activ | tim10-1 inh | tim23-1 inh | CHOP UPR activ | Mdm2-MdmX inh
Fc1ccc(C(CCNCc2ccccn2)c2ccc(Cl)cc2)cc1 (stereo unspecified) | -1 | -9 | 24 | -4 | 35 | 20 | -0.7 | 9
COCCCn1c(=O)/c(=C\c2ccccc2OC(F)F)s/c1=C(/C#N)C(=O)N1CCOCC1 | 13 | 0 | 20 | -1 | 22 | 27 | -1.1 | 21
Cc1ccc(C)c(N2CCN(C(=O)c3ccc(NC4=NC5CS(=O)(=O)CC5S4)cc3)CC2)c1 (stereo unspecified) | 6 | 8 | -5 | -3 | 8 | 17 | 1.1 | -24
O=C(Nc1ccccc1)C1CCCN1C(=O)NCc1ccccc1 (stereo unspecified) | 8 | 4 | 2 | -1 | 2 | -7 | 2.4 | 5
CC(NS(=O)(=O)c1ccc2c(c1)OCCCO2)C(=O)O (stereo unspecified) | 14 | 12 | 1 | -1 | 5 | 1 | 0.4 | 25
Cc1cnc(C(=O)OCC(=O)Nc2ccccc2[N+](=O)[O-])cn1 | -2 | 1 | -5 | 0 | -13 | -3 | -1.7 | 9
O=C(O)c1cc(S(=O)(=O)Nc2cc(Cl)ccc2Oc2ccccc2)ccc1O | 12 | 19 | 32 | -1 | 9 | 15 | -0.8 | 6
CC#CC(=O)N1CCC(CCC(=O)N(C)Cc2ccccc2)CC1 | -33 | 43 | -5 | -4 | 5 | 16 | -1.5 | -3
CCOc1cc(NS(=O)(=O)c2ccc(NC(C)=O)cc2)c(OCC)cc1NC(=O)C(C)C | 10 | 12 | -5 | -2 | -4 | 7 | -1.6 | -8
Cc1ccc(Cl)cc1NS(=O)(=O)c1ccc2c(c1)NC(=O)C(C)C(=O)N2 (stereo unspecified) | 17 | -3 | -1 | -5 | 1 | 2 | 0.1 | 16
CC(C)CNS(=O)(=O)c1ccc(CC(C)C)cc1 | -2 | -7 | 12 | 0 | 21 | 31 | -1.4 | 18
COc1cccc(CN(C)C(=S)Nc2ccc(C)c(C)c2)c1 | -6 | -7 | 46* | -1 | 30 | 9 | -1.7 | -25
CCOc1ccc(OCC)c(S(=O)(=O)NCCOC23CC4CC(CC(C4)C2)C3)c1 | -22 | 5 | 14 | 2 | 12 | 21 | 1.5 | 2
Cc1c(O)cc2n(c1=O)-c1ccc(Cl)cc1C2(C)C | 8 | -1 | 26 | 0 | 22 | 24 | 2.5 | 19
CCOC(=O)CNC(=O)CSc1nc2ncc(Br)cc2[nH]1 | -2 | 3 | -10 | -2 | -6 | -3 | 1.8 | 20
O=C(Nc1c(F)cc(F)cc1Br)c1cccnc1 | 0 | 11 | -11 | 0 | 7 | -10 | 1.0 | 11
CNC(=O)c1nc[nH]c1C(=O)NC | 1 | -8 | -9 | -2 | -3 | 9 | -0.7 | 27
CN(C)S(=O)(=O)N(CCN1CCOCC1)Cc1ccccc1F | 7 | -1 | -12 | 1 | 4 | 2 | 0.1 | 21
Cc1cc(C(=O)NCc2cc(C)n(C)n2)sc1-c1ccccc1 | -3 | 21 | -43 | 1 | -7 | -3 | -0.1 | 21
COc1ccccc1C(=O)NCc1ccco1 | -6 | -2 | 0 | -2 | 3 | -2 | 0.1 | 17
Cc1cc(-c2nnco2)c(C)n1-c1ccccc1 | -28 | -18 | -5 | 9 | 18 | 2 | 3.3 | -22
O=C(Cn1c(=O)oc2cc(S(=O)(=O)N3CCCC3)ccc21)Nc1ccccc1Br | 5 | -3 | -15 | 0 | -13 | 9 | 2.5 | 2
O=C(COC(=O)C1CCN(c2ccc(C(F)(F)F)cn2)CC1)Nc1ccc(Cl)cn1 | 16 | 3 | 26 | 0 | 14 | 28 | -0.4 | -10
COC(=O)c1cccc2nc3c(C(C)O)cccc3nc12 (stereo unspecified) | 5 | -19 | 2 | -2 | 22 | 2 | -1.8 | -1
O=C(CCc1nc(-c2ccccc2F)no1)NCCN1CCOCC1 | 4 | 2 | -13 | -1 | -12 | -3 | 0.4 | 17
CC(C)(C)Nc1nc(OCC#N)nc(N2CCCCC2)n1 | -7 | 0 | 7 | -1 | 27 | 18 | 2.3 | 20
O=C(NCCCn1ccnc1)C(=O)Nc1ccccc1 | -5 | -14 | 10 | -2 | -1 | 11 | 3.7 | -23

One compound at a time, as listed above.
CN(C)S(=O)(=O)N(CCN1CCOCC1)Cc1ccccc1F across the screens: 697 NFkB inh: 7; Jurkat NFkB inh: -1; TIM10 inh: -12; XBP1 UPR activ: 1; tim10-1 inh: 4; tim23-1 inh: 2; CHOP UPR activ: 0.1; Mdm2-MdmX inh: 21
O=C(Cn1c(=O)oc2cc(S(=O)(=O)N3CCCC3)ccc21)Nc1ccccc1Br across the screens: 697 NFkB inh: 5; Jurkat NFkB inh: -3; TIM10 inh: -15; XBP1 UPR activ: 0; tim10-1 inh: -13; tim23-1 inh: 9; CHOP UPR activ: 2.5; Mdm2-MdmX inh: 2

Source: PubChem BioAssay (Sanford-Burnham Center for Chemical Genomics)
